EP2 mod – modulates human prostaglandin E2 receptor EP2 signaling. induction, % at 25 µM. EP2-expressing cells, cAMP HTRF FRET, PGE2 co-stimulation. AID 940. actives 0.83% (n = 260,000). P43116;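 active = compounds whose cAMP rise, as percent of the full-agonist control response, exceeds 60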;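 also: rat C6 glioma line stably carrying human EP2 under a CMV promoter; the protocol text gives 20 µM as final concentration; 100% = response of wells given 1 µM PGE2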
Target sequence (P43116 whole entry, looked up): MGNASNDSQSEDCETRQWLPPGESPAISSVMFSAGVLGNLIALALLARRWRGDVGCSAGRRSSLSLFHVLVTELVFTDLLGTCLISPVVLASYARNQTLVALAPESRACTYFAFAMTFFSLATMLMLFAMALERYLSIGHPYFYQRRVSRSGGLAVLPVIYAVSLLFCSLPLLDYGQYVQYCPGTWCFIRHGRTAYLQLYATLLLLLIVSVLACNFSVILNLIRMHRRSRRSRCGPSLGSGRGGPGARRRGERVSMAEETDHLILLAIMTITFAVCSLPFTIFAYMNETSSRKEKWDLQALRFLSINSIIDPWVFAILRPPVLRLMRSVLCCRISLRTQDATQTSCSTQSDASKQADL
TNF necrop inh – inhibitors of TNF-alpha induced necroptosis in Jurkat FADD-/- cells. Jurkat FADD-/- TNF necroptosis rescue, ATP luminescence, 24 h; 0 = TNF only, 100 = no-TNF cells. actives 0.068% (n = 220,000). activation (protection from cell death), % at 10 µM;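 active = activation, meaning protection from cell death, of at least 50% relative to plate controls; inactive = activation below 50%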;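 also: necroptosis triggered by 40 ng/mL TNF-alpha added together with compound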
RBBP9 inhibitor – human RBBP9 hydrolase inhibition. recombinant RBBP9, FP-Rh probe fluorescence polarization. O75884. inhibition, % at 7.94 µM. actives 0.2% (n = 220,000). AID 1515;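 active = inhibition above the campaign mean of all tested compounds plus 3 SD, cut at about 14% in these data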;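 also: plate controls were DMSO wells with RBBP9 for no effect and wells lacking RBBP9 protein for full effect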
Target sequence (O75884 whole entry, looked up): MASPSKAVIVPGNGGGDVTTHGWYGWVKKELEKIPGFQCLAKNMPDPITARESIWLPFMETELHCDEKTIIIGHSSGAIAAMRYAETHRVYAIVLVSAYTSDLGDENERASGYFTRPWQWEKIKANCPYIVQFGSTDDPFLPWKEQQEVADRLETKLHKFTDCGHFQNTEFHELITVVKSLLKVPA
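System: RBBP9 protein / Quantity: 2.5 µM RBBP9 dispensing solution, before mixing / Also added: Serine-hydrolase probe FP-Rh, 375 nM pre-mixing / Dosing: 7.94 µM single dose, 0.794% DMSO / Timing: enzyme-compound preincubation 30 min, then probe labeling 45 min, 25 °C / Signal: FP readout at 525/598 nm / Controls: DMSO-treated enzyme wells and wells lacking RBBP9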
PERK inhibitor – human PERK inhibition, primary cell-based screen | CHO PERK-DD fusion, SEAP luminescence translation reporter | actives 0.17% (n = 220,000) | Q9NZJ5 | inhibition, % at 5.6 µM;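 active = inhibition above the mean inhibition of all tested compounds plus 3 SD, set separately per screening campaign, cut at about 2.9% in these data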;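 also: PERK kinase domain activated by AP20187 dimerizer at 100 nM; 0% = DMSO with dimerizer and 100% = rapamycin at 8.4 µM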
Runt-SMMHC FRET – Runt domain-CBFb-SMMHC interaction inhibition | inhibition, % at 20 µM | AID 1434 | Cerulean-Runt/Venus-CBFb-SMMHC FRET ratio 530/480, 1 h | actives 0.74% (n = 220,000);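 active = mean inhibition across duplicate retests at 20 µM reaching about 50%, limit read from the data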;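 also: 0% = DMSO wells and 100% = wells with excess untagged CBFb-SMMHC; inhibitors lower the FRET ratio by blocking Runt binding to CBFb-SMMHC; some results filed as inactive read as strong as hits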
Hck Nef HTS – human Hck-Nef kinase inhibition | inhibition, % at 20 µM | actives 0.68% (n = 220,000) | Recombinant Hck-YEEI plus Nef, Z-Lyte FRET kinase assay | P08631 | AID 463187;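 active = Hck-Nef kinase inhibition above about 50%, limit read from the data; inactive = inhibition below that limit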;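 also: 0% = DMSO with Hck plus Nef and 100% = Hck alone without Nef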
Target sequence (P08631 whole entry, looked up): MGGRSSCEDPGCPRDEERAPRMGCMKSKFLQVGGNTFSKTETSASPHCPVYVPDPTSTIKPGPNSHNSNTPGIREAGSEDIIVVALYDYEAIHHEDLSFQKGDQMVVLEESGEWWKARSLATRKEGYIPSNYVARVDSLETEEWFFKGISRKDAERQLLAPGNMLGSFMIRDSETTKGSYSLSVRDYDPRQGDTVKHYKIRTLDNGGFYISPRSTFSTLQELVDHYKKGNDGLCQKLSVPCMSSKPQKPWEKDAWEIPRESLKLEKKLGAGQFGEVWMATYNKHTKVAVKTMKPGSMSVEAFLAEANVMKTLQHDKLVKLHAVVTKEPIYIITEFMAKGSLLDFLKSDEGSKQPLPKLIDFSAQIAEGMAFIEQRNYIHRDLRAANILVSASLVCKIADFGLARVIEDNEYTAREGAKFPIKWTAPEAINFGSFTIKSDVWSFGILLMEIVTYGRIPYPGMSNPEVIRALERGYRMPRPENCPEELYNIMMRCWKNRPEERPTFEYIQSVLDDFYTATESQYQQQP
zVAD death inh – L929 zVAD cell death inhibition | L929 zVAD necroptosis rescue, ATP luminescence, 24 h; with zVAD 60 µM | viability rescue, % at 10 µM | actives 0.38% (n = 220,000);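 active = activation, scaled between plate controls, above about 75%, limit read from the data; inactive = activation under that limit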;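 also: 0% = zVAD with DMSO and 100% = DMSO alone without zVAD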
Runt-CBFb FRET – inhibitors of human RUNX1 Runt domain binding to CBFb | Cerulean-Runt/Venus-CBFb FRET ratio 530/480, 1 h | inhibition, % at 20 µM | actives 0.46% (n = 220,000) | AID 1496;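 active = inhibition over about 50% at 20 µM in the single-dose screen, limit read from the data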;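 also: 0% = DMSO wells and 100% = excess unlabeled CBFb competitor control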
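Assay system: Cerulean-tagged RUNX1 Runt domain (FRET donor) fusion protein / Amount: 100 nM each of Venus-CBFb and Cerulean-Runt domain / Medium: Tris buffer pH 7.5 with salts and BSA / Also added: Venus-CBFb 100 nM / Schedule: 1 h complex formation plus 1 h compound treatment, room temperature / Signal: FRET fluorescence / Read-out: loss of energy transfer signal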
EP2 antag – inhibitors of human EP2 prostaglandin E2 receptor | P43116 | actives 0.52% (n = 260,000) | C6 glioma cells expressing human EP2, cAMP TR-FRET; cells stimulated with saturating PGE2 | AID 1422 | inhibition, % at 25 µM;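 active = percent inhibition above 40 after rounding to a whole number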;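 also: rat C6 glioma host cells with rolipram phosphodiesterase inhibitor present; the protocol text gives 20 µM as final concentration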
Active calls of the source: *; · = not tested or not shown; & = joins results of further samples. This is a subset. The share of hits here may be higher or lower than overall.

mol | EP2 mod | TNF necrop inh | RBBP9 inhibitor | PERK inhibitor | Runt-SMMHC FRET | Hck Nef HTS | zVAD death inh | Runt-CBFb FRET | EP2 antag
CCOC(=O)c1cccc(N2C(=O)C3C(C(=O)NC4CC4)C4(C)C=CC3(O4)C2C(=O)NC(C)(C)C)c1 (stereo unspecified) | 22&-2 | -0.7 | -4 | 0.6 | -3 | 5 | -0.4 | -2 | 9&5
Cc1ccc(C(=O)CSc2nnc(-c3ccccc3)n2-c2ccccc2)o1 | 26 | -1.7 | -7 | -0.9 | 5 | 1 | -0.1 | 0 | 5
N/C(=N\OC(=O)CC1CCCCC1)c1cccc([N+](=O)[O-])c1 | -11 | 0.9 | -9 | 0.9 | 4 | 1 | 1.5 | -2 | 10
Cc1ccc(S(=O)(=O)NCCC(=O)OCC(=O)Nc2cccc(S(=O)(=O)NC3=NCCCCC3)c2)cc1 | -3 | 2.9 | -9 | 0.7 | 1 | -5 | 0.5 | -1 | 7
CCN1CCN(Cc2ccc(NC(=O)c3cc(NC(=O)c4cnn(-c5ccccc5)c4N)cc(OC)c3)cc2C(F)(F)F)CC1 | -4 | -26 | · | · | 2 | 29 | 80* | 3 | 12
O=C(Nc1ccon1)c1cc2c(s1)CCCCCC2 | 14 | -1.7 | -5 | -1.1 | -3 | 6 | 0.8 | -2 | 5
Cc1occc1-c1nnc(SCC(=O)NC(C)(C)C)n1C(C)c1ccccc1 (stereo unspecified) | 14&-17 | 0.4 | 4 | -0.4 | -5 | 1 | 1.4 | 0 | 9&17
O=C(NCCO)c1ccccc1O | -1 | -2.0 | 3 | 0.4 | 3 | 5 | 0.0 | 0 | 9

Three entries drawn at random from those above:
mol | EP2 mod | TNF necrop inh | RBBP9 inhibitor | PERK inhibitor | Runt-SMMHC FRET | Hck Nef HTS | zVAD death inh | Runt-CBFb FRET | EP2 antag
Cc1ccc(C(=O)CSc2nnc(-c3ccccc3)n2-c2ccccc2)o1 | 26 | -1.7 | -7 | -0.9 | 5 | 1 | -0.1 | 0 | 5
Cc1ccc(S(=O)(=O)NCCC(=O)OCC(=O)Nc2cccc(S(=O)(=O)NC3=NCCCCC3)c2)cc1 | -3 | 2.9 | -9 | 0.7 | 1 | -5 | 0.5 | -1 | 7
O=C(NCCO)c1ccccc1O | -1 | -2.0 | 3 | 0.4 | 3 | 5 | 0.0 | 0 | 9

Going on with the list:
mol | EP2 mod | TNF necrop inh | RBBP9 inhibitor | PERK inhibitor | Runt-SMMHC FRET | Hck Nef HTS | zVAD death inh | Runt-CBFb FRET | EP2 antag
Cc1cc(Nc2ccc(F)c(Cl)c2)n2ncnc2n1 | 6 | 0.4 | -1 | 2.8 | 2 | -6 | 3.5 | 0 | 5
COc1ccc(NC(=O)Cc2c(F)cccc2Cl)c(OC)c1 | 25 | 1.4 | -6 | -0.1 | 1 | 2 | 0.6 | -3 | 11
O=C(CN(C1CCCCC1)S(=O)(=O)c1ccc(F)cc1)NCCCO | 11 | 0.7 | -1 | -0.5 | -7 | 2 | 2.0 | -2 | 11
C=CCNC(=O)c1ccc(Cl)cc1Cl | 14 | 1.3 | -9 | 0.2 | 0 | 7 | 1.1 | 0 | 12
O=C(Nc1ccc(F)cc1)N1CCC(c2nc3c(nnn3Cc3ccccc3Cl)c(=O)[nH]2)CC1 | -3 | 2.0 | -7 | -0.8 | -1 | -26 | 3.2 | 0 | 6
O=C(O)c1ccccc1CSc1ccccn1 | 34 | 1.7 | 6 | 1.1 | 3 | 11 | 0.9 | -1 | 9
COC(=O)Cn1c(C)c(C#N)c2ccccc21 | -5 | 0.4 | -8 | 0.4 | 5 | 10 | 0.4 | 0 | 9
Cc1cc(C(=O)N/N=C2/CC(C)CC(C)(C)C2)c(C)o1 (stereo unspecified) | -7 | -0.6 | -10 | 0.2 | 0 | 22 | 1.2 | 2 | 4

Next section:
mol | EP2 mod | TNF necrop inh | RBBP9 inhibitor | PERK inhibitor | Runt-SMMHC FRET | Hck Nef HTS | zVAD death inh | Runt-CBFb FRET | EP2 antag
CCS(=O)(=O)NCCc1csc(-c2ccc(OC)c(OC)c2)n1 | 18 | 5.2 | 9 | 0.3 | -3 | 9 | 0.4 | 0 | 6
COC(=O)Nc1ccc(S(=O)(=O)N2CCCC(C(=O)N3CCN(C)CC3)C2)cc1 (stereo unspecified) | -61 | 0.9 | 2 | 1.7 | -6 | 7 | 0.2 | 2 | 7
CN(C)S(=O)(=O)c1cc(NC(=O)COC(=O)CCSc2ccc(Cl)cc2)ccc1Cl | -17 | 1.0 | -7 | 1.4 | 3 | 2 | -0.3 | 0 | 9
COc1ccc(S(=O)(=O)Nc2cc(C(=O)NCCC(C)C)ccc2N2CCOCC2)cc1 | -8 | 0.5 | -4 | -1.2 | -8 | -2 | 1.8 | 8 | 3
CN(C)c1ccc(C=NCC2(O)CCOC(C)(C)C2)cc1 (stereo unspecified) | -3 | 0.5 | -5 | 1.8 | -6 | -2 | 0.0 | 1 | 8
CCOc1ccccc1C1C2C(=O)N(c3ccccc3)C(=O)C2ON1c1ccccc1 (stereo unspecified) | 16 | -1.6 | 7 | 2.3 | -4 | 1 | -0.2 | 0 | 9
O=C(CN1C(=O)C2C3C=CC(C3)C2C1=O)Nc1ccc(F)cc1 (stereo unspecified) | -15 | 0.6 | 1 | 0.6 | -4 | 11 | -0.7 | 2 | 7
Cc1cc(C)cc(N(C(=O)c2ccc3c(c2)OCO3)C2C=CS(=O)(=O)C2)c1 (stereo unspecified) | 6 | 0.9 | -1 | -0.5 | 0 | 2 | -0.4 | 1 | 2

Next structures:
mol | EP2 mod | TNF necrop inh | RBBP9 inhibitor | PERK inhibitor | Runt-SMMHC FRET | Hck Nef HTS | zVAD death inh | Runt-CBFb FRET | EP2 antag
O=C(O)c1ccc(S(=O)(=O)c2ccccc2)cc1 | -7 | -1.0 | 4 | 1.1 | 0 | 1 | -0.1 | 2 | 7
C=C(C)COc1ccc(-c2n[nH]c(C)c2-c2ccc(Br)cc2)c(O)c1 | -10 | -5.7 | -10 | 0.5 | 5 | 1 | 1.6 | 2 | -8
O=C(COC(=O)C1CCN(S(=O)(=O)c2ccccc2C(F)(F)F)CC1)NCc1ccc(F)cc1 | 12 | 0.8 | -7 | 1.4 | 0 | 4 | 0.1 | -6 | 9
Cc1cc2ncc(S(=O)(=O)C(C)(C)C)c(N)n2n1 | 17 | -2.7 | -9 | 0.7 | 1 | -4 | 2.3 | 0 | 7
Cc1c(C(=O)NCc2ccc3c(c2)OCO3)oc2ccc(Br)cc12 | -42 | 0.5 | -6 | 0.3 | 3 | -2 | -0.1 | 1 | 7
CC(=O)C1=C(c2cccc([N+](=O)[O-])c2)N(C(C)=O)n2c(C)nnc2S1 | -48 | -4.7 | -12 | -0.9 | 2 | -16 | 0.4 | 26 | 10
C/C(=N\Nc1ccc(F)cc1)c1ccncc1 | -21 | -0.4 | -5 | 0.3 | -2 | 0 | -0.6 | 4 | 14
Cn1ncc2c(NNC(=O)c3ccc(O)cc3)ncnc21 | 10 | -0.3 | -9 | 1.6 | 1 | -3 | 2.4 | 1 | 6

More structures.
mol | EP2 mod | TNF necrop inh | RBBP9 inhibitor | PERK inhibitor | Runt-SMMHC FRET | Hck Nef HTS | zVAD death inh | Runt-CBFb FRET | EP2 antag
Nc1nnc(SCC(=O)Nc2ccc(Cl)c(C(=O)O)c2)s1 | 25 | 0.2 | 0 | 1.0 | 3 | 23 | 3.4 | -3 | 6
COc1ccc(-c2oc3ncnc(NCCCN4CCOCC4)c3c2-c2ccc(OC)cc2)cc1 | 61* | -5.6 | -8 | -1.4 | -8 | 94* | 77* | -2 | 6
O=c1[nH]c(C2CCN(S(=O)(=O)c3ccccc3)CC2)nc2c1nnn2Cc1ccccc1 | 19 | -1.6 | -2 | 0.6 | 2 | 4 | -0.8 | -3 | 3
C/C(=N\NC(=O)c1n[nH]c2c1CCC2)c1ccco1 | -20 | -5.1 | -3 | 0.4 | 1 | 11 | -1.1 | -2 | 12
CC(C)(C)C(=O)N=C1SC2CS(=O)(=O)CC2N1c1ccc2c(c1)OCO2 (stereo unspecified) | -13 | -1.9 | -17 | -0.6 | 0 | 0 | -0.3 | -1 | 4
Oc1ccccc1-c1nnc(COc2ccc(Cl)cc2Cl)o1 | 5 | 0.2 | -2 | -0.7 | 4 | 15 | 2.1 | 3 | 2
C=CC[C@@H]1C=C[C@H](O/N=C/[C@@H](NS(=O)(=O)c2ccc(C)cc2)[C@H](C)/C=C/CC(=O)OC)[C@@H](CO)O1 | 22 | 1.5 | -4 | -0.3 | 0 | -7 | -0.1 | -4 | ·
COc1ccccc1/C=N/NC(=O)Cn1cnc([N+](=O)[O-])n1 | 1 | 0.4 | 5 | 1.6 | 2 | 1 | 1.7 | · | 6

(more compounds)
mol | EP2 mod | TNF necrop inh | RBBP9 inhibitor | PERK inhibitor | Runt-SMMHC FRET | Hck Nef HTS | zVAD death inh | Runt-CBFb FRET | EP2 antag
Cc1ccc(NC(=O)[C@@H]2CCCN2S(=O)(=O)c2ccccc2C(F)(F)F)cc1S(=O)(=O)N1CCOCC1 | -3 | 3.1 | 2 | -0.7 | 2 | 6 | -0.3 | -4 | 1
CN1CCN(CCCNC(=O)C2CCN(c3nnc(-n4cccc4)s3)CC2)CC1 | 22 | 0.4 | -5 | 0.2 | 1 | 1 | -0.2 | -1 | ·
CN(Cc1ccccc1)C(=O)c1ccccc1-c1ccccc1 | 56 | -0.8 | -7 | -0.5 | 0 | 1 | -0.6 | -1 | 5
CCN(c1ccccc1)c1cc(C)nc2ncnn12 | -13 | -0.2 | -5 | 0.7 | 1 | -4 | 2.5 | 0 | 6
COC(=O)c1ccccc1NC(=O)CN1CCOCC1 | 11 | -0.9 | -8 | 0.0 | 0 | 1 | -0.3 | 0 | 15
Cn1c(Oc2ccc3c(c2)OCO3)nc2c1c(=O)n(Cc1ccccc1)c(=O)n2C | -30 | -18 | -4 | 0.7 | -1 | 2 | -0.1 | · | 8
Cc1ccccc1Nc1nn2c(=O)c3ccccc3nc2s1 | -10 | 22 | -4 | 0.3 | 3 | 0 | 0.2 | -1 | 2
Cc1cc(C)nc(N/N=C/c2ccccc2OCc2cccc(Br)c2)n1 | -60 | 3.5 | -2 | -0.8 | -3 | 3 | -0.3 | -7 | 12
C#CCOCCOCCOCCNc1nc(N2CCN(C(=O)Cn3cc(CCCN=C(N)N)nn3)CC2)nc(N2CCN(C(=O)[C@H](C(C)C)n3cc(CCO)nn3)CC2)n1 | 22 | 1.4 | -8 | 0.1 | 3 | 1 | 7.1 | 0 | 16
Cn1cccc1/C=C1\SC(=S)N(NC(=O)c2ccccc2Cl)C1=O | 29 | 1.4 | -4 | 0.0 | -72 | 0 | 0.7 | -35 | 3
